# BioA inh: inhibitors of Mycobacterium tuberculosis BioA enzyme; purified M. tuberculosis BioA enzyme, plate reader; inhibition, % at 9.99 µM; actives 0.096% (n = 360,000); AID 602481; in the data active = inhibition above about 40%
# Numbers without * were called inactive. Some of the compounds tested; the hit share may differ from the screen's.
SMILES,BioA inh
Cc1ccc(S(=O)(=O)Nc2ccc3c(c2)C(=O)N([C@H](C)CO)C[C@H](C)[C@@H](CN(C)C(=O)CCC(F)(F)F)OCCCC[C@@H](C)O3)cc1,2.0
CCC(=O)N1[C@H](CO)[C@@H](c2ccccc2)[C@H]1CN(C)C(=O)CN1CCOCC1,3.3
C[C@@H]1CN([C@H](C)CO)C(=O)Cc2cc(NC(=O)NC3CCCCC3)ccc2O[C@@H]1CN(C)Cc1ccncc1,-0.1
COc1ccccc1-c1ccc2c(c1)[C@@H]1[C@@H](CCN1S(=O)(=O)c1ccccc1)[C@H](CO)N2,-0.4
OC[C@@H]1[C@H](c2ccc(-c3ccc(F)cc3)cc2)[C@@H]2CN(CCC(F)(F)F)CCCCN12,-0.8
CO[C@@H]1CN(C)C(=O)c2cc(NC(=O)C3CCCC3)ccc2OC[C@H](C)N(CC2CC2)C[C@@H]1C,-0.6
C[C@@H]1CN([C@H](C)CO)C(=O)c2cccc(NC(=O)Nc3ccc4c(c3)OCO4)c2O[C@H]1CN(C)C(=O)NC1CCCCC1,-1.9
CC(C)NC(=O)N(C)C[C@H]1OCCCC[C@H](C)Oc2ccc(NS(=O)(=O)c3ccc(F)cc3)cc2C(=O)N([C@@H](C)CO)C[C@@H]1C,-0.2
C[C@@H]1CN([C@H](C)CO)C(=O)Cc2cc(NC(=O)Cn3cnnn3)ccc2O[C@H]1CN(C)Cc1ccc(Oc2ccccc2)cc1,11
C[C@H](CO)N1C[C@H](C)[C@H](CN(C)CC2CCCCC2)Oc2ccc(NC(=O)Nc3ccc4c(c3)OCO4)cc2C1=O,2.6
COCC(=O)N1C[C@@H]2[C@H](c3ccccc31)[C@@H](CO)N2C(=O)Nc1ccccc1Cl,-2.6
C[C@@H](O)C#Cc1ccc2c(c1)O[C@H](CN(C)C(=O)C1CCC1)[C@@H](C)CN([C@@H](C)CO)S2(=O)=O,-0.7
N#C[C@@H]1[C@H](c2ccccc2)[C@H](CO)N1C(=O)c1cc(Cl)cc(Cl)c1,4.1
C=C/C=C/[C@@H]1C(=C)CN2[C@H]1[C@H](Cc1ccccc1)OC(=O)C21CCCC1,-1.0
C[C@@H]1CN([C@@H](C)CO)C(=O)c2cc(NC(=O)Nc3ccc(C(F)(F)F)cc3)ccc2O[C@H]1CN(C)Cc1ccc(C(F)(F)F)cc1,-2.2
C[C@H](CO)N1C[C@H](C)[C@H](CN(C)C(=O)Nc2ccc(C(F)(F)F)cc2)Oc2ccc(NC(=O)NC3CCCCC3)cc2CC1=O,-2.4
CCN1[C@@H]2Cn3c(ccc(C4=CCCCC4)c3=O)[C@H]1[C@@H](C(=O)NCc1ccccn1)[C@@H]2CO,-2.7
CC=Cc1ccc2n(c1=O)C[C@H]1[C@H](CO)[C@@H](C(=O)NCCCN(C)C)[C@@H]2N1C(=O)c1ccccc1F (mixture of isomers),-1.9
C[C@H](CO)N1C[C@H](C)[C@H](CN(C)S(=O)(=O)c2cn(C)cn2)OCCCC[C@H](C)Oc2ccc(NS(=O)(=O)c3ccc(F)cc3)cc2C1=O,1.2
C[C@@H]1CN([C@@H](C)CO)C(=O)c2cc(-c3cccc(C(=O)N(C)C)c3)cnc2O[C@@H]1CN(C)C(=O)Cc1ccccn1,0.6
COc1ccc(S(=O)(=O)N(C)C[C@@H]2Oc3ccc(NS(=O)(=O)c4ccc(Cl)cc4)cc3C(=O)N([C@@H](C)CO)C[C@@H]2C)cc1,0.6
CC(C)NC(=O)Nc1ccc2c(c1)C(=O)N([C@H](C)CO)C[C@@H](C)[C@@H](CN(C)Cc1ccc(Oc3ccccc3)cc1)O2,-2.8
CO[C@H]1CN(C)C(=O)c2cc(NC(=O)c3ccccc3)ccc2OC[C@H](C)N(C)C[C@@H]1C,-0.3
CCNC(=O)C[C@@H]1CC[C@H]2[C@@H](COc3ccc(NC(=O)c4cc(C)on4)cc3C(=O)N2C)O1,-1.6
COc1ccc(NC(=O)Nc2ccc3c(c2)[C@H]2C[C@@H](CC(=O)N4CCN(C)CC4)O[C@H](CO)[C@H]2O3)cc1,-2.7
COc1ccc(CN(C)C[C@@H]2Oc3c(NC(=O)C4CCCCC4)cccc3C(=O)N([C@@H](C)CO)C[C@@H]2C)cc1,0.3
CO[C@H]1CC[C@H]2CCN(C)C(=O)[C@@H](C)[C@H](OC)CN(C)C(=O)c3cccc(C#N)c3OC[C@H]1O2,-1.4
CC(=O)N[C@H]1C=C[C@H](CC(=O)NCC2CCCCC2)O[C@@H]1CO,0.9
CCS(=O)(=O)NCC[C@@H]1CC[C@@H](NC(=O)C2CCOCC2)[C@H](CO)O1,1.1
C[C@H](CO)N1C[C@H](C)[C@@H](CN(C)Cc2ccc(Cl)c(Cl)c2)Oc2ccc(NC(=O)Cc3ccccc3)cc2C1=O,-1.2
C[C@H](O)C#Cc1ccc2c(c1)O[C@H](CN(C)CC1CC1)[C@@H](C)CN([C@@H](C)CO)S2(=O)=O,1.0
C[C@@H]1CCCCO[C@H](CN(C)Cc2ccncc2)[C@@H](C)CN([C@H](C)CO)C(=O)c2cc(NC(=O)CCC(F)(F)F)ccc2O1,0.4
CN1CCN(C(=O)C[C@H]2C[C@H]3c4cc(NC(=O)C5CCOCC5)ccc4O[C@H]3[C@H](CO)O2)CC1,-0.4
C[C@@H]1CN([C@H](C)CO)C(=O)c2cc(C#Cc3ccccn3)cnc2O[C@@H]1CN(C)CC1CCOCC1,6.1
C[C@@H]1CN([C@H](C)CO)C(=O)c2cc(C#Cc3ccccc3)cnc2O[C@@H]1CN(C)C(=O)c1ccccn1,0.0
CO[C@H]1CN(C)C(=O)c2ccc(NS(=O)(=O)c3c(C)noc3C)cc2OC[C@H](C)NC[C@H]1C,-1.9
N#Cc1ccc(-c2ccc3c(c2)[C@H]2[C@H](CCN2C(=O)C2CCCCC2)[C@H](CO)N3)cc1,-0.7
C[C@@H]1CCCCO[C@@H](CN(C)C(=O)CCC(F)(F)F)[C@H](C)CN([C@@H](C)CO)C(=O)c2cc(NS(=O)(=O)c3cccs3)ccc2O1,-5.7
CC(C)(C)[S@@](=O)N1Cc2cc(C(=O)N3CCOCC3)nc(-c3cccc(-c4ccc(C#N)cc4)c3)c2[C@H]1CCO,-1.0
CO[C@@H]1CN(C)C(=O)c2ccc(NC(=O)C3CC3)cc2OC[C@H](C)N(Cc2ccc(F)cc2)C[C@H]1C,3.0
C[C@@H]1CN([C@@H](C)CO)C(=O)c2cc(C#Cc3ccc(F)cc3)cnc2O[C@H]1CN(C)CC1CCOCC1,-2.5
Cc1ccc(S(=O)(=O)N(C)C[C@@H]2Oc3ccc(NS(=O)(=O)c4ccc(Cl)cc4)cc3CC(=O)N([C@H](C)CO)C[C@@H]2C)cc1,-3.3
CC(=O)N[C@H]1CC[C@@H](CCNC(=O)C2CC2)O[C@H]1CO,-2.0
N#Cc1cccc(-c2ccc([C@@H]3[C@@H](CO)N4CCCCN(Cc5ccccc5F)C[C@H]34)cc2)c1,-0.3
CC(C)C#Cc1ccc([C@H]2[C@@H](C#N)N(C(=O)C3CC3)[C@@H]2CO)cc1,1.0
C[C@@H]1CN([C@@H](C)CO)S(=O)(=O)c2ccc(C#CCN(C)C)cc2O[C@H]1CN(C)S(C)(=O)=O,0.0
C[C@@H]1CN([C@@H](C)CO)C(=O)c2cc(NC(=O)Cn3cnnn3)ccc2O[C@H]1CN(C)S(C)(=O)=O,24
C[C@@H]1CN([C@H](C)CO)C(=O)c2cc(C3=CCCC3)cnc2O[C@@H]1CN(C)C(=O)Nc1ccc(F)cc1,0.2
CC(C)NC(=O)Nc1ccc2c(c1)C(=O)N(C)[C@H]1CC[C@H](CC(=O)Nc3ccccc3)O[C@@H]1CO2,13
O=C(Nc1ccccc1F)N[C@@H]1CC[C@@H](CCNS(=O)(=O)c2ccccc2)O[C@@H]1CO,0.5
C[C@H](CO)N1C[C@H](C)[C@H](CN(C)C(=O)CCC(F)(F)F)OCCCC[C@H](C)Oc2ccc(NS(=O)(=O)c3cccs3)cc2C1=O,-5.0
OC[C@@H]1[C@@H](c2ccc(-c3ccc(F)cc3)cc2)[C@H]2CN(Cc3ccncc3)CCCCN12,-1.3
C[C@H]1CN([C@@H](C)CO)S(=O)(=O)c2ccc(C#CC3CC3)cc2O[C@H]1CN(C)C(=O)Cc1ccncc1,-1.0
O=C(Cc1cccnc1)N[C@@H]1CC[C@H](CCNS(=O)(=O)c2ccccc2Cl)O[C@H]1CO,0.9
COc1ccccc1C#Cc1cnc2c(c1)C(=O)N([C@@H](C)CO)C[C@H](C)[C@H](CN(C)C)O2,1.2
Cc1noc(C)c1NC(=O)N(C)C[C@H]1OCCCC[C@@H](C)Oc2ccc(N(C)C)cc2C(=O)N([C@H](C)CO)C[C@@H]1C,-0.9
COCC(=O)Nc1ccc2c(c1)OC[C@H](C)N(C(=O)c1ccccn1)C[C@H](C)[C@H](OC)CN(C)C2=O,-0.4
Cc1ccc(S(=O)(=O)NCC[C@H]2CC[C@H](NC(=O)C3CCOCC3)[C@@H](CO)O2)cc1,-1.1
COc1cccc(NC(=O)N(C)C[C@H]2Oc3ncc(C#Cc4ccccc4)cc3C(=O)N([C@H](C)CO)C[C@H]2C)c1,-2.3
CO[C@H]1CN(C)C(=O)c2ccc(NC(=O)C3CCCCC3)cc2OC[C@H](C)N(C)C[C@H]1C,-0.6

# Next results follow:
SMILES,BioA inh
O=C(C[C@@H]1CC[C@@H]2[C@H](COC[C@@H](O)CN2Cc2nccs2)O1)NCc1ccc(F)cc1,-0.3
C[C@@H]1CN([C@@H](C)CO)C(=O)c2cc(-c3ccc(C#N)cc3)cnc2O[C@H]1CN(C)C(=O)c1cccnc1,-2.0
C[C@@H]1CN([C@H](C)CO)S(=O)(=O)c2ccc(C3=CCCCC3)cc2O[C@@H]1CN(C)C(=O)Cc1ccccc1,4.8
C[C@@H]1CN([C@H](C)CO)C(=O)Cc2cc(NC(=O)CCN3CCOCC3)ccc2O[C@@H]1CN(C)C(=O)NC1CCCCC1,-2.0
Cc1ccc(-c2cnc3c(c2)C(=O)N([C@H](C)CO)C[C@H](C)[C@H](CN(C)C(=O)Cc2ccccc2)O3)cc1,1.4
COc1ccc(NC(=O)N(C)C[C@@H]2Oc3ccc(NC(=O)C4CC4)cc3CC(=O)N([C@H](C)CO)C[C@@H]2C)cc1,-0.6
COc1ccc(NC(=O)Nc2ccc3c(c2)C(=O)N([C@H](C)CO)C[C@H](C)[C@H](CN(C)C(=O)Nc2c(C)noc2C)OCCCC[C@@H](C)O3)cc1,-2.0
C[C@@H]1CCCCO[C@H](CN(C)C(=O)NC2CCCCC2)[C@@H](C)CN([C@H](C)CO)C(=O)c2cc(NS(=O)(=O)c3ccc(F)cc3)ccc2O1,0.1
O=C(C[C@@H]1CC[C@H](NC(=O)CN2CCOCC2)[C@@H](CO)O1)NC1CCCCC1,-0.6
C[C@H](CO)N1C[C@H](C)[C@H](CN(C)C(=O)Nc2cccc3ccccc23)Oc2c(NC(=O)Nc3cccc4ccccc34)cccc2C1=O,-2.0
O=C(C[C@@H]1C[C@@H]2c3cc(NS(=O)(=O)c4ccc(F)cc4)ccc3O[C@@H]2[C@H](CO)O1)NCc1cccnc1,0.3
O=C(C[C@@H]1C[C@@H]2c3cc(NC(=O)NC4CCCC4)ccc3O[C@@H]2[C@H](CO)O1)NCc1ccc(-c2ccccc2)cc1,-1.8
C[C@@H]1CN([C@H](C)CO)C(=O)Cc2cc(NS(=O)(=O)c3cccs3)ccc2O[C@H]1CN(C)C(=O)Nc1cccc2ccccc12,0.4
C[C@@H](NC(=O)C[C@H]1C=C[C@H](NC(=O)C2CCC2)[C@@H](CO)O1)c1ccccc1,1.0
Cc1ccc(CN(C)C[C@H]2OCc3cn(nn3)CCCC(=O)N([C@@H](C)CO)C[C@@H]2C)cc1,-0.2
C[C@@H]1CN([C@H](C)CO)C(=O)c2cc(-c3cccc(F)c3)cnc2O[C@@H]1CN(C)Cc1cccc(F)c1,1.9
CCC(=O)N(C)C[C@H]1Oc2ncc(C#Cc3ccncc3)cc2C(=O)N([C@@H](C)CO)C[C@H]1C,1.9
CCC(=O)N(C)C[C@H]1Oc2cc(C#C[C@H](C)O)ccc2S(=O)(=O)N([C@@H](C)CO)C[C@@H]1C,0.7
CC(C)NC(=O)N(C)C[C@@H]1OCCCC[C@H](C)Oc2ccc(NC(=O)Nc3ccc(C(F)(F)F)cc3)cc2C(=O)N([C@H](C)CO)C[C@@H]1C,-0.4
COCC(=O)Nc1ccc2c(c1)C(=O)N(C)C[C@@H](OC)[C@H](C)CN(C(=O)Cc1cccnc1)[C@H](C)CO2,-0.4
Cc1noc(C)c1NC(=O)N[C@H]1CC[C@H](CC(=O)NCc2ccc(Cl)c(Cl)c2)O[C@H]1CO,0.5
O=C(NCC[C@H]1CC[C@@H](NC(=O)C2CCC2)[C@@H](CO)O1)c1ccc(F)cc1,3.8

# 11 neighbouring compounds already listed, for reference:
SMILES,BioA inh
C[C@@H]1CN([C@@H](C)CO)C(=O)c2cc(-c3ccc(C#N)cc3)cnc2O[C@H]1CN(C)C(=O)c1cccnc1,-2.0
C[C@@H]1CN([C@H](C)CO)S(=O)(=O)c2ccc(C3=CCCCC3)cc2O[C@@H]1CN(C)C(=O)Cc1ccccc1,4.8
C[C@@H]1CN([C@H](C)CO)C(=O)Cc2cc(NC(=O)CCN3CCOCC3)ccc2O[C@@H]1CN(C)C(=O)NC1CCCCC1,-2.0
Cc1ccc(-c2cnc3c(c2)C(=O)N([C@H](C)CO)C[C@H](C)[C@H](CN(C)C(=O)Cc2ccccc2)O3)cc1,1.4
COc1ccc(NC(=O)N(C)C[C@@H]2Oc3ccc(NC(=O)C4CC4)cc3CC(=O)N([C@H](C)CO)C[C@@H]2C)cc1,-0.6
COc1ccc(NC(=O)Nc2ccc3c(c2)C(=O)N([C@H](C)CO)C[C@H](C)[C@H](CN(C)C(=O)Nc2c(C)noc2C)OCCCC[C@@H](C)O3)cc1,-2.0
C[C@@H]1CCCCO[C@H](CN(C)C(=O)NC2CCCCC2)[C@@H](C)CN([C@H](C)CO)C(=O)c2cc(NS(=O)(=O)c3ccc(F)cc3)ccc2O1,0.1
O=C(C[C@@H]1CC[C@H](NC(=O)CN2CCOCC2)[C@@H](CO)O1)NC1CCCCC1,-0.6
C[C@H](CO)N1C[C@H](C)[C@H](CN(C)C(=O)Nc2cccc3ccccc23)Oc2c(NC(=O)Nc3cccc4ccccc34)cccc2C1=O,-2.0
O=C(C[C@@H]1C[C@@H]2c3cc(NS(=O)(=O)c4ccc(F)cc4)ccc3O[C@@H]2[C@H](CO)O1)NCc1cccnc1,0.3
O=C(C[C@@H]1C[C@@H]2c3cc(NC(=O)NC4CCCC4)ccc3O[C@@H]2[C@H](CO)O1)NCc1ccc(-c2ccccc2)cc1,-1.8

# Screening results (PubChem)
